p-CIP stab down = compounds decreasing mouse p/CIP protein stability. Q05BA5. F442A p/CIP-EGFP cells, EGFP fluorescence, 16 h. decrease of EGFP signal, % at 10 µM. 290,000 tested, 0.01% active;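 active means EGFP signal decrease of at least 30% at 10 µM or well 3 SD below plate mean, unless failing retest; inactive means the rest, including hits failing retest or dose response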; further: some compounds called inactive have numbers as strong as hits; many of its hits are not listed in these tables
UBC9 SUMO inh = SUMOylation inhibition. P63279. HTRF SUMOylation assay, SAE1/SAE2 + UBC9, in vitro. inhibition, % at 35 µM. 290,000 tested, 0.36% active. AID 2006; in the data active means inhibition above about 50%, passing the limit was not always enough; further: strong numbers were not always called active
Target sequence (P63279 whole entry, looked up): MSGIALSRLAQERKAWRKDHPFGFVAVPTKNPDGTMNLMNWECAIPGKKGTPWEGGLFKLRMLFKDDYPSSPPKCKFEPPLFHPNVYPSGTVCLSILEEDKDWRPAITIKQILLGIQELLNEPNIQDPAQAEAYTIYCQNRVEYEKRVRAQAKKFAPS
IDE inh = inhibits human insulin-degrading enzyme in HEK cells; 320,000 tested, 0.41% active; P14735; inhibition, % at 5.59 µM; AID 434962; FAbetaB cleavage, fluorescence polarization;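 active means percent inhibition above the average of all tested compounds plus 3 SD, set per screening campaign, cut at about 16% in these data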;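 further: IDE supplied by intact live HEK cells; FP after avidin binding of uncleaved biotin substrate so inhibition keeps polarization high; 0% = DMSO wells and 100% = 60 µM reference IDE inhibitor Ii1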
* marks the source's active call; other numbers are inactive results; x = not tested or not shown. Some of the compounds tested; rates above refer to the full screens.

| structure | p-CIP stab down | UBC9 SUMO inh | IDE inh |
| --- | --- | --- | --- |
| CC(C)CNC(=O)c1c(N)n(/N=C/c2cccnc2)c2nc3ccccc3nc12 | -13 | 24 | x |
| CCOc1ccc(C2/C(=C(/O)c3ccc(Cl)cc3)C(=O)C(=O)N2CCCN(C)C)cc1OC (stereo not given) | -1 | -1 | x |
| CCCCn1c(SCn2nnc3ccccc3c2=O)nc2cc(C(=O)OC)ccc2c1=O | -6 | 4 | x |
| O=C1NC(Cc2ccc(O)cc2)c2nc3ccc(Br)cc3c(=O)n2-c2ccc(Cl)cc21 (stereo not given) | x | x | 0 |
| Cc1ccc(O)c(O)c1 | x | x | 1 |
| CN(c1ccccc1)c1ncccn1 | x | x | -5 |
| Cc1ccc(NC(=S)NC(=O)c2cncc(Br)c2)cc1Cl | x | x | -3 |
| Fc1ccc(-n2nnc(-c3ncc[nH]3)n2)cc1 | x | x | -2 |
| COC(=O)C1=C(C(=O)OC)[C@@H]2N(C)c3ccc(OC)cc3[C@@]23C[C@@H](C(=O)OC)N(C(=O)COCc2ccccc2)C3=N1 | x | x | 1 |
| COc1ccc(CCC(=O)c2ccc(OC)cc2)cc1 | x | x | 6 |
| CC1=NN(c2ccccc2)C(=O)/C1=C/c1c(C)[nH]n(-c2ccc(C)cc2)c1=O | x | x | -3 |
| O=C1NC(Cc2ccccc2)c2nc3ccc(F)cc3c(=O)n2-c2ccccc21 (stereo not given) | x | x | -3 |
| O=C(Nc1ncccn1)c1cccc(Cl)c1 | x | x | 12 |
| Cc1cccc(C(=O)Nc2ccc(C(=O)c3ccccc3)cc2)c1 | x | x | 6 |
| COc1ccc(NS(=O)(=O)c2ccc(-c3ccccn3)s2)cc1 | x | x | 4 |
| CC(=O)Nc1ccc(OCC(=O)Nc2ccc(Cl)c(S(=O)(=O)N3CCOCC3)c2)cc1 | x | x | 2 |
| Nc1nc(Nc2ccc(Cl)cc2)c(NC=O)c(=O)[nH]1 | x | x | -2 |
| CCOC(=O)C1CCN(C(=O)COc2ccc(C(=O)c3ccccc3)cc2)CC1 | x | x | 5 |
| COc1ccc(CCC(=O)Nc2nnc(C)s2)cc1 | x | x | 6 |
| COC(=O)[C@@]1(Cc2ccc(OC)cc2)[C@H]2c3cc(C(=O)N4CCCC4)n(C[C@H](O)CO)c3C[C@H]2CN1C(=O)c1ccccc1 | x | x | 1 |
| Cc1ccc(Oc2ccc(OCC(=O)Nc3ccncc3)cc2)cc1 | x | x | 9 |
| CCN1CCCC1CNC(=O)c1cc(N)ccc1OC (stereo not given) | x | x | 2 |
| COc1cccc(C2NC(=O)N(CCCC(=O)O)C(C)=C2C(=O)OCc2ccccc2)c1 (stereo not given) | x | x | 2 |
| O=Cc1cccc(OC(=O)Nc2ccccc2)c1 | x | x | -2 |
| CC(=O)NO | x | x | 6 |
| COc1ccc(-c2noc3c2-c2nc(-c4ccccc4C)sc2CC3)cc1 | x | x | 2 |
| COc1cc(OC)nc(Oc2cccc(Cl)c2C)n1 | x | x | 4 |
| CS(=O)(=O)N(CC(=O)N1CCc2ccccc2C1)c1ccc(Br)cc1 | x | x | -1 |
| CN1C(=O)CC[C@H]1c1cccnc1 | x | x | -4 |
| COc1ccc(OC)c(S(=O)(=O)Nc2cccc3c(O)cccc23)c1 | x | x | -1 |
| COc1ccccc1Oc1ccc(NC(=O)Cc2ccccc2)cc1 | x | x | 8 |
| CCC1CCC/C1=N\NC(=O)c1ccccc1Cl (stereo not given) | x | x | -3 |
| CCc1ccccc1NC(=O)C1CCN(S(C)(=O)=O)CC1 | x | x | -3 |
| Cc1ccc(OCC(=O)Oc2cccc(C)c2)cc1 | x | x | 1 |
| COc1ccc2c(c1)O/C(=C\c1ccccc1O)C2=O | x | x | 9 |
| O=C1NC(Cc2ccccc2)c2nc3cc(Cl)ccc3c(=O)n2-c2cc(Cl)ccc21 (stereo not given) | x | x | 0 |
| CCOC(=O)c1ncccc1NC(=O)CC(=O)Nc1cccnc1C(=O)OCC | x | x | -3 |
| COc1ccc(Cl)cc1Nc1cc(C)nc2ccccc12 | x | x | -4 |
| CC(C)n1cnc2c(NCc3ccccc3)cc(N[C@@H](CO)Cc3ccccc3)cc21 | x | x | -2 |
| Cn1c(C(=O)NN)cc2cc(OCc3ccccc3)ccc21 | x | x | -5 |
| O=C(Nc1ccc(Nc2ccccc2)cc1)c1ccccc1 | x | x | -3 |
| O=C(CCC(=O)c1ccccc1)Nc1ccccc1 | x | x | -1 |
| COc1ccc(-c2oc3c4c(cc(OC)c3c(=O)c2CC=C(C)C)OC(C)(C)C=C4)c(OC)c1 | x | x | 2 |
| O=C(NCCN1CCNCC1)c1ccccc1O | x | x | 8 |
| O=C1NC(Cc2ccccc2)c2nc3ccc(F)cc3c(=O)n2-c2cc(Cl)ccc21 (stereo not given) | x | x | 0 |
| COc1ccc(/C=C2/C(=O)N(c3ccccc3)N=C2C)cc1 | x | x | 1 |
| CS(=O)(=O)c1ccccc1-c1csc(N2CCC(C(N)=O)CC2)n1 | x | x | 6 |
| Cc1cccc(/C=C/c2onc(C)c2[N+](=O)[O-])n1 | x | x | -3 |
| COc1ccc(S(=O)(=O)NNC(=O)Nc2ccc(F)cc2)cc1 | x | x | 4 |
| O=C(Nc1nc(-c2ccco2)c(-c2ccco2)s1)c1cnccn1 | x | x | 1 |
| CN(C(=O)CN1C(=O)NC2(CCc3ccccc32)C1=O)C1CCCCC1 (stereo not given) | x | x | 0 |
| CC(C(=O)N1CCCCC1)N(C)CC(=O)Nc1cccc(F)c1 (stereo not given) | x | x | 8 |
| O=C(NC(=S)NC12CC3CC(CC(C3)C1)C2)c1ccc(F)cc1 | x | x | 4 |
| CC(C)(C)c1ccc(OCC(O)CN2CCc3ccccc3C2)cc1 (stereo not given) | x | x | -5 |
| COc1ccc(NC(=O)c2nc[nH]c2C(=O)NCCCCCNC(=O)OC(C)(C)C)cc1 | x | x | 3 |
| CCOc1ccc(N2C(=O)CC(Sc3nc(O)c(CC)c(=O)[nH]3)C2=O)cc1 (stereo not given) | x | x | 4 |
| N#C/C(C(N)=O)=C1/CCCN1Cc1ccccc1 | x | x | 7 |
| Nc1ccccc1C(=O)NC1CCCNC1=O (stereo not given) | x | x | 2 |
| O=C(O)CC1c2ccccc2CCN1S(=O)(=O)c1cccs1 (stereo not given) | x | x | -3 |
| Nc1c(Cl)cnn(-c2ccccc2)c1=O | x | x | 2 |

Next part
| structure | p-CIP stab down | UBC9 SUMO inh | IDE inh |
| --- | --- | --- | --- |
| COc1ccc(-c2ccccc2)c2oc(-c3ccco3)cc(=O)c12 | x | x | -3 |
| COc1cccc(OC)c1C(=O)Nc1ccccc1Sc1ccccc1 | x | x | 5 |
| COC(=O)[C@@]1(Cc2ccc(OC)cc2)[C@H]2c3cc(C(=O)N4CCCC4)n(Cc4c(CO)[nH]cc(C)c4=O)c3C[C@H]2CN1C(=O)c1ccccc1 | x | x | -1 |
| COc1ccc(CCNC(=O)CNS(=O)(=O)c2ccc(Cl)cc2)cc1 | x | x | 3 |
| CC(CNC(=O)CCc1ccccc1)NC(=O)CCc1ccccc1 (stereo not given) | x | x | 3 |
| c1ccc(Sc2ccccn2)cc1 | x | x | -1 |
| CCOc1ccc(C(c2c(O)nc(SC)[nH]c2=O)c2c(O)nc(SC)[nH]c2=O)cc1 | x | x | 1 |
| Cc1oc2ccc(O)cc2c1C(=O)c1ccc(F)cc1 | x | x | 2 |
| O=[N+]([O-])c1ccc(Oc2ncccn2)cc1 | x | x | 0 |
| CC(C)(C)OC(=O)NCCCCC1=CC2=CC(=O)C(C)(OC(=O)c3cnc4ccccc4n3)C(=O)C2=CO1 (stereo not given) | x | x | -2 |
| Oc1ccc(O)cc1 | x | x | 3 |
| Cc1ccc(NC(=S)NC(=O)c2cncc(Br)c2)c(C)c1 | x | x | 12 |
| COc1ccc(NC(=O)Nc2ccc3[nH]ccc3c2)cc1 | x | x | 5 |
| COc1c(N2CCNC(C)C2)c(F)cc2c(=O)c(C(=O)O)cn(C3CC3)c12 (stereo not given) | x | x | -1 |
| C/C(=N\N=C(/C)c1cccc(N)c1)c1cccc(N)c1 | x | x | 6 |

Two entries from above in a different format.
SMILES: CCOc1ccc(C(c2c(O)nc(SC)[nH]c2=O)c2c(O)nc(SC)[nH]c2=O)cc1
  p-CIP stab down: x	UBC9 SUMO inh: x	IDE inh: 1

SMILES: Cc1oc2ccc(O)cc2c1C(=O)c1ccc(F)cc1
  p-CIP stab down: x	UBC9 SUMO inh: x	IDE inh: 2

(next part)
| structure | p-CIP stab down | UBC9 SUMO inh | IDE inh |
| --- | --- | --- | --- |
| C=CCN1C=C2C(=O)C(C)(OC(=O)c3ccco3)C(=O)C(C=C)=C2C=C1C1CC1 (stereo not given) | x | x | 1 |
| COc1cccc(/C=N/NC(=O)NC23CC4CC(CC(C4)C2)C3)c1O | x | x | -4 |
| COCOc1ccc(-c2oc3c(C/C=C(\C)CCC=C(C)C)ccc(O)c3c(=O)c2OCOC)c(OCOC)c1 | x | x | -1 |
| Fc1ccc(Oc2ccnc(Cl)n2)c(Cl)c1 | x | x | 0 |
| CCCCC1=CC2=C(c3ccco3)C(=O)C(C)(OC(=O)c3ccc(OC)cc3)C(=O)C2=CN1C1CCCC1 (stereo not given) | x | x | 2 |
| CC1CCCC(NC(=O)CSc2n[nH]c(=O)n2Cc2ccccc2)C1C (stereo not given) | x | x | 5 |
| O=C(N/N=C/c1ccc(O)cc1O)C1CC1 | x | x | -3 |
| COc1ccc2ccccc2c1/C=N\NC(=O)c1cccnc1 | x | x | -4 |
| Cc1ccc(S(=O)(=O)n2cccc2C)cc1 | x | x | -3 |
| CCOc1cc(N2CCOCC2)c(OCC)cc1NC(=O)c1cnccn1 | x | x | -2 |
| O=C1CN2Cc3c(ccc(Cl)c3Cl)N=C2N1 | x | x | 5 |
| CC(C)COC(=O)COc1cc(Cl)c(Cl)cc1Cl | x | x | -3 |
| OCCN1c2ccccc2CCc2ccccc21 | x | x | -4 |
| COc1ccc2c(c1)[C@H]1[C@H](CO2)[C@H](c2ccccc2)[C@]2(C)C(=O)N[C@@H](C)C(=O)N12 | x | x | 2 |
| COC(=O)Cc1csc(NC(=O)CSc2nncn2C)n1 | x | x | 6 |

A draw from above in order of molecular weight, ascending.
| structure | p-CIP stab down | UBC9 SUMO inh | IDE inh |
| --- | --- | --- | --- |
| Oc1ccc(O)cc1 | x | x | 3 |
| c1ccc(Sc2ccccn2)cc1 | x | x | -1 |
| O=[N+]([O-])c1ccc(Oc2ncccn2)cc1 | x | x | 0 |
| O=C(N/N=C/c1ccc(O)cc1O)C1CC1 | x | x | -3 |
| OCCN1c2ccccc2CCc2ccccc21 | x | x | -4 |
| O=C1CN2Cc3c(ccc(Cl)c3Cl)N=C2N1 | x | x | 5 |
| Fc1ccc(Oc2ccnc(Cl)n2)c(Cl)c1 | x | x | 0 |
| C/C(=N\N=C(/C)c1cccc(N)c1)c1cccc(N)c1 | x | x | 6 |
| Cc1oc2ccc(O)cc2c1C(=O)c1ccc(F)cc1 | x | x | 2 |
| COc1ccc(NC(=O)Nc2ccc3[nH]ccc3c2)cc1 | x | x | 5 |
| COc1ccc2ccccc2c1/C=N\NC(=O)c1cccnc1 | x | x | -4 |
| COC(=O)Cc1csc(NC(=O)CSc2nncn2C)n1 | x | x | 6 |
| COc1cccc(/C=N/NC(=O)NC23CC4CC(CC(C4)C2)C3)c1O | x | x | -4 |
| Cc1ccc(NC(=S)NC(=O)c2cncc(Br)c2)c(C)c1 | x | x | 12 |
| CCOc1cc(N2CCOCC2)c(OCC)cc1NC(=O)c1cnccn1 | x | x | -2 |
| CC1CCCC(NC(=O)CSc2n[nH]c(=O)n2Cc2ccccc2)C1C (stereo not given) | x | x | 5 |
| C=CCN1C=C2C(=O)C(C)(OC(=O)c3ccco3)C(=O)C(C=C)=C2C=C1C1CC1 (stereo not given) | x | x | 1 |
| COc1ccc2c(c1)[C@H]1[C@H](CO2)[C@H](c2ccccc2)[C@]2(C)C(=O)N[C@@H](C)C(=O)N12 | x | x | 2 |
| CCOc1ccc(C(c2c(O)nc(SC)[nH]c2=O)c2c(O)nc(SC)[nH]c2=O)cc1 | x | x | 1 |
| CCCCC1=CC2=C(c3ccco3)C(=O)C(C)(OC(=O)c3ccc(OC)cc3)C(=O)C2=CN1C1CCCC1 (stereo not given) | x | x | 2 |
| CC(C)(C)OC(=O)NCCCCC1=CC2=CC(=O)C(C)(OC(=O)c3cnc4ccccc4n3)C(=O)C2=CO1 (stereo not given) | x | x | -2 |
| COCOc1ccc(-c2oc3c(C/C=C(\C)CCC=C(C)C)ccc(O)c3c(=O)c2OCOC)c(OCOC)c1 | x | x | -1 |

Further records
| structure | p-CIP stab down | UBC9 SUMO inh | IDE inh |
| --- | --- | --- | --- |
| Cc1ccc(C(=O)Nc2cccc3cccnc23)cc1Br | x | x | 5 |
| COc1cccc(-c2cc(C(=O)NC3CCCC3)c3ccccc3n2)c1 | x | x | 6 |
| O=C(O)C(Cc1ccccc1)NC(=O)C(Cc1ccccc1)NC(=O)C12CC3CC(CC(C3)C1)C2 (stereo not given) | x | x | 3 |
| COc1ccc(CN2CCCCCC2)cc1OC | x | x | 7 |
| CCOC(=O)Nc1ccc(N2CCOCC2)c(S(=O)(=O)Nc2ccc(Cl)cc2)c1 | x | x | -3 |
| CC(C)N(C(=S)Nc1ccc(S(=O)(=O)N2CCOCC2)cc1)c1ccccc1 | x | x | 1 |
| CCOc1cc(/C=N/NC(=O)c2cc(-c3cccc(OC)c3)nc3ccccc23)ccc1O | x | x | 5 |
| CC(C)(C)OC(=O)N1CCC2(CC1)Oc1ccc(F)cc1C(=O)C21CC(c2ccc(Cl)cc2)=NO1 (stereo not given) | x | x | 2 |
| N#Cc1sc2nccc(Nc3ccccc3)c2c1N | x | x | 0 |
| Cc1ccc(N=Cc2cc3c(cc2[N+](=O)[O-])OCO3)cc1[N+](=O)[O-] | x | x | -3 |
